Bioassay records: PubChem, several laboratories
CRFBP-R2 block = antagonists of CRF-BP/CRF-R2 complex, primary screen, cell-based, HEK293, calcium dye fluorescence, uHTS; CRF-induced calcium fluorescence; inhibition, % at 11.8 µM; AID 588475, 2011; 350,000 compounds, 0.59% hits;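 active means inhibition of the ligand-induced calcium signal above about 50% at the single tested concentration, limit read from the data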
CHRM1 PAM = human M1 muscarinic receptor positive allosteric modulators, primary screen, CHO-K1 cells, Fluo-8 calcium fluorescence, 1536-well; Muscarinic acetylcholine receptor M1 (Homo sapiens), P11229; CHO-K1 hM1, ACh EC20; 0% = ACh EC20, 100% = maximal ACh; 360,000 compounds, 0.088% hits; AID 588819, 2011; activation, % at 3 µM; in the data active means activation above about 19%, passing the limit was not always enough
CHRM5 PAM = human M5 muscarinic receptor positive allosteric modulators, primary screen, CHO-K1 cells, Fluo-8 calcium fluorescence; Muscarinic acetylcholine receptor M5 (Homo sapiens), P08912; CHO-K1 hM5, ACh EC20 PAM; 0% = ACh EC20, 100% = ACh EC100; activation, % at 3 µM; 360,000 compounds, 0.3% hits;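 active means activation above the run cutoff, the mean activation of all test compounds plus 3 SD, cut at about 18% in these data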
Target sequence (P08912 whole entry, looked up): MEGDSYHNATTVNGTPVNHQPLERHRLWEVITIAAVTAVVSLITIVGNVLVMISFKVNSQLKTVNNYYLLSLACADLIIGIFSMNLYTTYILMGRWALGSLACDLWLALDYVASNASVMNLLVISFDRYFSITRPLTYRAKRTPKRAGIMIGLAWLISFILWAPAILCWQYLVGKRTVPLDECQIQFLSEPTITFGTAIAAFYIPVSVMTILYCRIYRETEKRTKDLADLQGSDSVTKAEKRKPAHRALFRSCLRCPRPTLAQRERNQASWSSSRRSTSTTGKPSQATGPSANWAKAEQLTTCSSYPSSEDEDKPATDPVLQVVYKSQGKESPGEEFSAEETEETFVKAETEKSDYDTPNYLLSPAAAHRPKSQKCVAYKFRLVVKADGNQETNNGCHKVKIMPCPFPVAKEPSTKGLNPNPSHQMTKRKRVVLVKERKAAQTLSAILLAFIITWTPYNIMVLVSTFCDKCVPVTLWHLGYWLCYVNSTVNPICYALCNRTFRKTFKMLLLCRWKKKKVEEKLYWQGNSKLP
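system = human M5 receptor in CHO-K1 cells | compound = one concentration, 3 µM final (nominal) | schedule = Post-acetylcholine fluorescence recording 140 s | signal = Fluo-8 calcium dye fluorescence, kinetic read | benchmarks = low control EC20 acetylcholine (0%), high control EC100 acetylcholine (100%) | repeats = singlicate, one well per test compound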
CHRM5 antagonist = human M5 muscarinic receptor antagonists, primary screen, CHO cells, Fluo-8 calcium fluorescence; Muscarinic acetylcholine receptor M5 (Homo sapiens), P08912; CHO-hM5 cells, ACh EC80; inhibition, % at 3 µM; 360,000 compounds, 0.59% hits; AID 624040, 2012;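 active means inhibition above a per-plate cutoff, the mean of that plate's test compounds plus 3 SD, cut at about 27% in these data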;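 further: 0% = acetylcholine EC80 with DMSO and 100% = DMSO without agonist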
M4 ag = human M4 muscarinic receptor agonists, primary screen, CHO-K1 cells, Fluo-8 calcium fluorescence | CHO-K1 hM4/Gqi5; vehicle 0%, full acetylcholine response 100% | activation, % at 3 µM | 360,000 compounds, 0.14% hits | AID 624127, 2012;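 active means activation above the run mean over all test wells plus 3 SD, cut at about 32% in these data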;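 further: peak over basal fluorescence ratio per well then scaled between controls; 0% = DMSO wells and 100% = acetylcholine at EC100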
Target sequence (P08173 whole entry, looked up): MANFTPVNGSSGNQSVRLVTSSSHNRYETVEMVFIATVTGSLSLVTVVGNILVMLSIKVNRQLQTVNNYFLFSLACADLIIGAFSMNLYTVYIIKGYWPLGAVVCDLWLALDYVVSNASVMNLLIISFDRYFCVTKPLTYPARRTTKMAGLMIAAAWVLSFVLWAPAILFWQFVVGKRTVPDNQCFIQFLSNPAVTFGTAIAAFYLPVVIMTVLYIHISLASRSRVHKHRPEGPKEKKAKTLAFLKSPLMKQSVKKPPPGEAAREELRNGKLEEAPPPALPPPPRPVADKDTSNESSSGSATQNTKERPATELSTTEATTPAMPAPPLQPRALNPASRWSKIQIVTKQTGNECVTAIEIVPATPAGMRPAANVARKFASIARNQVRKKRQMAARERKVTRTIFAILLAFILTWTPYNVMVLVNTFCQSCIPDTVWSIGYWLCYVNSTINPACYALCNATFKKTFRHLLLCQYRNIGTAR
M5 ag = human M5 muscarinic receptor agonists, primary screen, CHO-K1 cells, Fluo-8 calcium fluorescence | Muscarinic acetylcholine receptor M5 (Homo sapiens), P08912 | CHO-K1 hM5 cells; 0% DMSO wells, 100% maximal acetylcholine response | activation, % at 3 µM | 360,000 compounds, 0.19% hits;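 active means activation above the run's mean over test compounds plus 3 SD, cut at about 23% in these data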;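 further: signal is peak over basal fluorescence ratio across the kinetic read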
M4 antag = human M4 muscarinic receptor antagonists, primary screen, CHO cells, Fluo-8 calcium fluorescence. Muscarinic acetylcholine receptor M4 (Homo sapiens), P08173. CHO-hM4 cells, ACh EC80. inhibition, % at 3 µM. 360,000 compounds, 0.73% hits. AID 624125, 2012;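 active means inhibition above its plate's cutoff, the mean inhibition of sample wells plus 3 SD, cut at about 27% in these data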;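 further: 0% = acetylcholine EC80 with DMSO and 100% = DMSO without agonist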
M4 PAM = human M4 muscarinic receptor positive allosteric modulators, primary screen, CHO-K1 cells, Fluo-8 calcium fluorescence | Muscarinic acetylcholine receptor M4 (Homo sapiens), P08173 | CHO-K1 hM4/Gqi5, ACh EC20; 0% = ACh EC20, 100% = maximal ACh | activation, % at 3 µM | 360,000 compounds, 0.4% hits | AID 624126, 2012;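 active means activation above its plate's cutoff, the mean activation of sample wells plus 3 SD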; further: some results filed as inactive read as strong as hits
CRFBP-R2 agonist = agonists of CRF-BP/CRF-R2 complex, primary screen, cell-based, HEK293, calcium dye fluorescence, uHTS; CRF-binding protein / CRF receptor 2 complex (human); calcium dye fluorescence (FLIPR); percent of saturating CRF peptide response; activation, % at 13.2 µM; 350,000 compounds, 0.46% hits; AID 588473, 2011;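 active means activation of at least 50%, plus an integration ratio under a set limit after plate pattern correction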;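 further: plate controls were neutral control wells without compound for no effect and CRF at EC100 for full effect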
* = called active by the depositor; . = not tested or not shown.

nr	CRFBP-R2 block	CHRM1 PAM	CHRM5 PAM	CHRM5 antagonist	M4 ag	M5 ag	M4 antag	SMILES	M4 PAM	CRFBP-R2 agonist
1	1	8	5	-5	-2	-1	3	Cc1ccc(Cl)cc1N1CCN(Cc2cc3c(cc2O)CCC3)CC1	-2	-0.3
2	1	11	0	3	1	2	14	CC1CCC(NC(=O)C2CCN(S(=O)(=O)c3ccc4nc5c(c(C(=O)O)c4c3)CC(C)CC5)CC2)CC1 (configuration not stated)	6	0.4
3	1	11	0	10	2	-2	-6	COc1ccccc1NS(=O)(=O)c1ccc(C)c(C(=O)Nc2ccc(S(=O)(=O)Nc3onc(C)c3C)cc2)c1	6	0.5
4	12	2	1	-5	1	2	1	C/C(=N\NC(=O)c1c[nH]c2ccccc12)c1ccc(C)s1	-3	-2.6
5	-6	-4	-6	7	1	3	5	C#CCOCCOCCOCCNc1nc(N2CCN(C(=O)[C@H]([C@@H](C)O)n3cc(CCCCN)nn3)CC2)nc(N2CCN(C(=O)[C@H]([C@@H](C)CC)n3cc(CCCCN)nn3)CC2)n1	-4	18
6	30	2	-15	4	-1	-9	2	O=C1[C@H](Cc2ccccc2)NCCCC[C@H](c2ccco2)N1Cc1ccccc1	3	1.9
7	-13	-5	-4	10	3	-5	1	COc1ccc(Br)cc1CN(C)CC(O)COc1ccc(Br)cc1 (configuration not stated)	-9	3.0
8	1	9	-6	-5	0	-4	-14	Cc1onc(-c2ccccc2)c1C(=O)OCCOc1cccc(Cl)c1	6	4.7
9	-9	-1	-5	0	3	-2	4	CCN(CC)c1nc(-c2cccc(OC)c2O)nc2ccccc12	-4	-1.9
10	0	-5	-10	20	8	4	2	Cc1ccc(NC(=O)Nc2ccon2)cc1Cl	-8	-1.5
11	2	10	5	13	2	-3	-2	Cc1[nH]c2ccccc2c1/C=N/NC(=O)c1cccc(F)c1	4	1.0
12	3	15	2	4	0	0	3	O=C(CC1COc2ccccc2O1)NC1CCCCC1 (configuration not stated)	0	-0.6
13	5	9	7	-4	1	4	-5	COCCNC(=O)NC(=O)CSc1nc(C)c(C)c(C)n1	7	1.0
14	-33	10	2	4	-1	2	1	CCCCOC(=O)CSC1=C(C#N)C(c2ccccc2OCC)C(C#N)C(=O)N1 (configuration not stated)	7	-1.4
15	.	10	-2	-14	2	0	-17	COc1ccc(CCNC(=O)Nc2ccc3c(c2)c(=O)n(C)n3Cc2ccc(F)cc2)cc1OC	0	.
16	10	3	-4	6	1	-4	5	Cc1ccc(NC2CCCN(C(=O)c3cccc4nccnc34)C2)cc1C (configuration not stated)	-1	-1.1
17	8	-8	-2	3	3	1	1	CCOc1cccc(C(=O)Nc2cccc(C(=O)NC(C)(C)C)c2)c1	4	-0.1
18	.	1	-7	5	3	2	-8	CN1OC[C@@H]2CN(C(=O)CCc3ccccc3)[C@H](c3ccc(-n4ccnc4)cc3)C[C@@H]21	3	.
19	8	7	-10	4	1	4	4	O=c1oc2ccc(Cl)cc2cc1-c1nnc(Nc2cccc(C(F)(F)F)c2)s1	-4	6.2
20	-13	12	-2	1	1	-1	-1	Cc1cc(C)n2c(SCC(=O)Nc3ncc(C(F)(F)F)cc3Cl)nnc2n1	-5	3.3
21	-17	10	-2	5	0	-7	1	Cn1c(=O)[nH]c(=O)c2c1nc1n2CCCN1CCc1ccccc1	15	-2.1
22	-19	10	-2	0	2	-4	-23	COc1ccc(NC(=O)COC(=O)Cc2ccc(Br)cc2)cc1	6	-0.8
23	3	-2	-20	13	14	2	-5	Cc1ccc(S(=O)(=O)N(C)c2ccc(OC(C)C(=O)N(C)c3ccccc3)cc2)cc1 (configuration not stated)	4	0.3
24	-6	13	6	1	-2	-1	1	O=C(NC1CCCC1)C(c1ccncc1)N(C(=O)c1ccco1)c1ccccc1 (configuration not stated)	-2	-0.9
25	2	8	4	-18	0	1	-9	Cn1cc(/C=C(\C(=O)O)C(C(=O)O)=C2CCCCC2)c2ccccc21	1	0.0

By substructure, those above containing bromine
nr	CRFBP-R2 block	CHRM1 PAM	CHRM5 PAM	CHRM5 antagonist	M4 ag	M5 ag	M4 antag	SMILES	M4 PAM	CRFBP-R2 agonist
7	-13	-5	-4	10	3	-5	1	COc1ccc(Br)cc1CN(C)CC(O)COc1ccc(Br)cc1 (configuration not stated)	-9	3.0
22	-19	10	-2	0	2	-4	-23	COc1ccc(NC(=O)COC(=O)Cc2ccc(Br)cc2)cc1	6	-0.8

Later entries.
nr	CRFBP-R2 block	CHRM1 PAM	CHRM5 PAM	CHRM5 antagonist	M4 ag	M5 ag	M4 antag	SMILES	M4 PAM	CRFBP-R2 agonist
26	-3	0	-2	11	1	-2	-1	O=C(NCCC(=O)N1CCCC(C(F)(F)F)C1)c1ccc(Br)cc1 (configuration not stated)	-1	0.7
27	-6	4	3	1	1	-1	6	Cc1ccc2nc(SCc3ccc([N+](=O)[O-])cc3)nc(C)c2c1	10	1.1
28	-19	3	6	12	0	-3	4	O=C(NCCc1ccccc1)C(=S)N1CCCCC1	8	-1.2
29	2	7	1	-8	1	2	-16	O=C(COC(=O)C1(c2ccccc2F)CCCC1)NC1CCS(=O)(=O)C1 (configuration not stated)	24*	2.1
30	-9	10	12	-20	1	1	-11	CC1C(=O)N2CCCc3cc(S(=O)(=O)N4CCC(C(N)=O)CC4)cc1c32 (configuration not stated)	11	0.0
31	-2	-7	-4	2	1	1	0	Cc1ccccc1CSc1nc2ccccc2c(=O)n1C	4	9.2
32	-14	9	4	-2	0	1	-4	FC(F)(F)c1nnc2c(Sc3ccccc3)nc3ccccc3n12	8	2.0
33	-11	-4	-1	1	-1	2	11	CCOC(=O)Cn1nnnc1C(C(C)C)N(Cc1cc2c(C)cc(C)cc2[nH]c1=O)C1CCCC1 (configuration not stated)	-5	4.1
34	-2	-13	-6	5	1	-3	0	CC1(C)CC2CC(C)(CN2S(=O)(=O)c2ccc(C(=O)Nc3cccc(S(=O)(=O)N4CCOCC4)c3)cc2)C1 (configuration not stated)	-16	0.2
35	1	-3	4	2	1	-2	0	Cc1ccc(OC(=S)Nc2ccc(O)cc2)cc1	14	3.4
36	20	7	-5	6	0	-1	12	CCOC(=O)C1CCN(S(=O)(=O)c2ccc(-c3cc(C(F)(F)F)n(C)n3)s2)CC1	-4	5.1
37	9	1	0	-7	1	1	1	O=C(NC1CCCC1)C(c1ccc(F)cc1)N(Cc1ccc(F)cc1)C(=O)CCl (configuration not stated)	-3	-1.4
38	8	4	2	-2	1	-1	-7	CCN1C(=O)N(CC)C2NC(=S)NC21 (configuration not stated)	3	-0.9
39	-1	-18	-27	6	21	-2	-8	COc1cc(C#N)ccc1OCC(=O)Nc1cccc(S(=O)(=O)N(C)c2ccccc2)c1	-11	1.5
40	-4	7	-7	10	4	0	-1	COc1ccc(C(=O)C2CCN(C(=S)NCCc3ccccc3)CC2)cc1	-3	1.6
41	0	-14	-7	8	-1	-1	6	COc1ccccc1OCC(=O)Nc1cc(S(=O)(=O)N2CCCCC2)ccc1N1CCCCC1	-6	-1.4
42	-5	3	-5	10	1	3	-4	COC1=CC(=O)OC(c2ccc(OC)cc2)C1 (configuration not stated)	-4	-1.4
43	36	8	-5	-2	1	-3	-22	COc1ccccc1NC(=S)NC(=O)c1ccc(Cn2cc(Br)cn2)cc1	13	-2.1
44	-2	9	10	-14	2	-3	-13	O=C(Nc1ccc(NC(=O)c2ccc([N+](=O)[O-])o2)cc1Cl)c1ccco1	5	0.1
45	7	-4	-2	4	1	-3	3	Nc1cc(C(=O)OCC(=O)N2CCOCC2)ccc1Cl	3	-0.1
46	15	14	-2	-4	3	-3	0	CN(C(=O)CC(=O)Nc1ccc(Cl)c(Cl)c1)c1ccccc1	11	4.0
47	-25	12	-2	5	0	0	8	CCOC(=O)NC1(NCC(C)C)Oc2ccccc2O1	22	2.1
48	12	-1	1	0	1	-1	6	Cc1ccc(CN(C)C(=O)COC(=O)CSc2ccc([N+](=O)[O-])cc2)cc1	-7	-0.3
49	9	-1	-13	8	0	-1	-5	CCOC(=O)c1ccccc1NC(=O)C1=COCCO1	0	-3.1
50	6	8	-1	3	0	1	3	O=C(NNC(=O)C1CC1c1ccccc1)Nc1cccc(Cl)c1 (configuration not stated)	3	-0.3
51	-2	2	4	4	0	5	-2	Cc1cccc(C)c1NC(=O)CNC(=O)c1ccc2nc[nH]c2c1	13	-0.3
52	-8	6	0	-13	1	-3	-27	Cc1cn(CC(=O)NCC(c2ccccc2)c2ccccc2)c(=O)[nH]c1=O	9	0.4
53	-8	-3	0	-2	1	-3	-7	COc1ccc(N(CC(=O)Nc2ccc(F)c(F)c2)S(=O)(=O)c2c(C)[nH]c(=O)[nH]c2=O)cc1	4	-1.2
54	-8	-4	-8	10	17	0	1	C=CCN1C(=O)c2ccccc2Sc2ccc(C(=O)NC(C)C)cc21	-11	-0.8
55	-6	3	-6	14	1	-1	7	Cc1cccc2c(=O)c(C(=O)NCc3cccs3)c[nH]c12	2	-0.4
56	-7	-24	-30	25	4	-15	75*	CC(=O)CCc1ccc(OCCCCN2CCC(Cc3ccccc3)CC2)cc1	-27	0.5

3 structures out of the list, sorted by length of the SMILES, lowest first:
nr	CRFBP-R2 block	CHRM1 PAM	CHRM5 PAM	CHRM5 antagonist	M4 ag	M5 ag	M4 antag	SMILES	M4 PAM	CRFBP-R2 agonist
51	-2	2	4	4	0	5	-2	Cc1cccc(C)c1NC(=O)CNC(=O)c1ccc2nc[nH]c2c1	13	-0.3
54	-8	-4	-8	10	17	0	1	C=CCN1C(=O)c2ccccc2Sc2ccc(C(=O)NC(C)C)cc21	-11	-0.8
52	-8	6	0	-13	1	-3	-27	Cc1cn(CC(=O)NCC(c2ccccc2)c2ccccc2)c(=O)[nH]c1=O	9	0.4

Reprinted at random: 5 records from the list
nr	CRFBP-R2 block	CHRM1 PAM	CHRM5 PAM	CHRM5 antagonist	M4 ag	M5 ag	M4 antag	SMILES	M4 PAM	CRFBP-R2 agonist
49	9	-1	-13	8	0	-1	-5	CCOC(=O)c1ccccc1NC(=O)C1=COCCO1	0	-3.1
22	-19	10	-2	0	2	-4	-23	COc1ccc(NC(=O)COC(=O)Cc2ccc(Br)cc2)cc1	6	-0.8
24	-6	13	6	1	-2	-1	1	O=C(NC1CCCC1)C(c1ccncc1)N(C(=O)c1ccco1)c1ccccc1 (configuration not stated)	-2	-0.9
36	20	7	-5	6	0	-1	12	CCOC(=O)C1CCN(S(=O)(=O)c2ccc(-c3cc(C(F)(F)F)n(C)n3)s2)CC1	-4	5.1
13	5	9	7	-4	1	4	-5	COCCNC(=O)NC(=O)CSc1nc(C)c(C)c(C)n1	7	1.0
